# Assay outcomes as filed in PubChem.
# TIM10 inh = TIM10 yeast growth inhibition | S. cerevisiae TIM10 strain growth, BacTiter-Glo luminescence, 24 h | inhibition, % at 10 µM | actives 1.4% (n = 330,000) | AID 463195;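 active = inhibition of 40% or more at the single tested concentration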;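 also: wild-type TIM10 isogenic control strain grown at permissive 25 °C; 0% = DMSO yeast wells and 100% = minimal medium wells without yeast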
# hIAP block = human IAP inhibition; P09923; purified IAP, CDP-Star luminescence, 30 min; inhibition, % at 10 µM; actives 0.12% (n = 330,000); AID 2544;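 active = inhibition reaching a set limit with compound at 10 µM in the primary screen, cut at about 35% in these data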;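 also: plate controls were DMSO wells with enzyme for no effect and no-enzyme buffer wells for full effect; values of inactives mirror those of a sister screen read the other way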
# Target sequence (P09923 whole entry, looked up): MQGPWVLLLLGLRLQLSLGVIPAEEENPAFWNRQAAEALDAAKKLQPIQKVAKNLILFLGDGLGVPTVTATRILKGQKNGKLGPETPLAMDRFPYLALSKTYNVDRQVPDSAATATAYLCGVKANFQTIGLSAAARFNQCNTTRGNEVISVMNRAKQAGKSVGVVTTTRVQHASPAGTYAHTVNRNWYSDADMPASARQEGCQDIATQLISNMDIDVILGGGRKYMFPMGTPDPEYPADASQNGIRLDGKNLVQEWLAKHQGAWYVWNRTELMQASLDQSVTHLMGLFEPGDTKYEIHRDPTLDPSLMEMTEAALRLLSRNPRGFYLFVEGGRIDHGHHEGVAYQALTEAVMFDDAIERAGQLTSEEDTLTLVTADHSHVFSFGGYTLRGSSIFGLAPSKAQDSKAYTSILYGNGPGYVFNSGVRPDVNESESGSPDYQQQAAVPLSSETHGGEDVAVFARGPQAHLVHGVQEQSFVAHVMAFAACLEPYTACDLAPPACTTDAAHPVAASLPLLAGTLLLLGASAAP
# APOBEC3A inh = human APOBEC3A DNA deaminase inhibition. inhibition, % at 20 µM. P31941. actives 0.41% (n = 330,000). recombinant A3A, FAM/TAMRA ssDNA deamination fluorescence;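 active = at least 40% inhibition at 20 µM here, with at most 30% in a related deaminase screen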;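 also: plate controls were A3A with DMSO for no effect and wells lacking A3A enzyme for full effect; some results filed as inactive read as strong as hits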
# Target sequence (P31941 whole entry, looked up): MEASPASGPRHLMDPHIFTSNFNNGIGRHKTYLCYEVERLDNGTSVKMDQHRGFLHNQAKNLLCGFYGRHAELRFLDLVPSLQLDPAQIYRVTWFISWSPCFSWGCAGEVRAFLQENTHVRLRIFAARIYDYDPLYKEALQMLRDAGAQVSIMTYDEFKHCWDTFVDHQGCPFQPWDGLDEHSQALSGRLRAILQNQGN
# MIN6 prolif = inducers of beta-cell replication in MIN6 cells. proliferation, % at 10 µM. MIN6 cells proliferation, ATPlite luminescence, 48 h; cells starved in 0.2% serum; 100% = growth in 10% serum. actives 0.29% (n = 330,000);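 active = compounds whose signal lies at least 3.5 SD above the mean of all wells on their plate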;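 also: 0% = DMSO-treated cells in low-serum medium and 100% = 10% serum control; some compounds called inactive have numbers as strong as hits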
# mIAP activ = mouse IAP activation; muIAP, CDP-Star luminescence, 30 min; active compounds read high; 1 = vehicle-only enzyme signal, 0 = enzyme-free wells; activation factor at 10 µM; actives 0.24% (n = 330,000); AID 2805;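 active = activation factor of at least 2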; also: the source names both 10 and 20 µM as test concentration; values of inactives mirror those of a sister screen read the other way
#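 Assay system: mouse IAP enzyme / Compound: DMSO-dissolved test compounds / Timing: 30 min, room temperature / Measured by: luminescence from enzymatic CDP-Star hydrolysis / Control set: DMSO-only wells, enzyme-free buffer wells as negative control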
# NALP3 yeast inh = NALP3 inhibition in yeast. Yeast reconstituted NLRP3/ASC/caspase-1, beta-gal luminescence, 24 h. inhibition, % at 10 µM. actives 0.39% (n = 330,000). AID 2825;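 active = inhibition of 50% or more; inactive = inhibition below 50%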;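 also: plate controls were induced DMSO wells for no effect and uninduced yeast grown without galactose for full effect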
# mIAP inh = blocks mouse intestinal alkaline phosphatase | purified mouse IAP, CDP-Star luminescence, 30 min | inhibition, % at 10 µM | actives 0.2% (n = 330,000);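 active = inhibition of at least 40% at 10 µM in the primary screen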;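 also: plate controls were DMSO with enzyme for no effect and no enzyme wells for full effect; values of inactives mirror those of a sister screen read the other way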
# tim10-1 inh = tim10-1 yeast growth inhibition; S. cerevisiae tim10-1 ts strain growth, BacTiter-Glo, 24 h; inhibition, % at 20 µM; actives 2.2% (n = 330,000); AID 463190;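 active = inhibition of at least 40%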;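 also: mutant grown at 25 °C; 0% = DMSO wells with yeast and 100% = wells holding no yeast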
# A3G deaminase = inhibitors of human APOBEC3G DNA deaminase; inhibition, % at 20 µM; recombinant A3G, ssDNA deamination FAM/TAMRA fluorescence; actives 0.28% (n = 330,000); Q9HC16;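 active = inhibition of at least 40% at 20 µM, with no more than 30% in the related APOBEC3A deaminase screen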;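 also: plate controls were DMSO wells with A3G for no effect and wells lacking A3G enzyme for full effect; some compounds called inactive have numbers as strong as hits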
# An asterisk follows results filed as active; nt = no result given.
# Every second line gives: TIM10 inh	hIAP block	APOBEC3A inh	MIN6 prolif	mIAP activ	NALP3 yeast inh	mIAP inh	tim10-1 inh	A3G deaminase
- CC1C(=O)Nc2ccc(S(=O)(=O)N3CCN(c4cccc(C(F)(F)F)c4)CC3)cc2NC1=O (stereo not given)
  19	3	-3	-3	0.97	3	3	3	0
- COc1ccc(N(CC(=O)NCc2ccccc2)C(=O)Cn2nnc(-c3ccccc3F)n2)cc1OC
  0	-16	-7	-4	1	31	-4	1	-9
- O=C(NCCc1ccccc1)C1CCN(C(=O)N2CCOc3ccccc32)CC1
  7	-3	-7	2	0.98	6	2	10	-8
- Cc1ccc(NC(=O)COC(=O)c2ccnn2C)cc1
  -13	22	0	-3	0.99	9	0	-31	-2
- O=C(O)c1ccc(N/N=C/c2cc3ccccc3nc2Cl)cc1
  -2	0	0	-3	0.98	8	2	-9	-5
- Cc1nnc(NC(=O)C2CCCCC2)s1
  -6	0	-1	4	0.95	9	4	11	-4
- CN(C)C(=O)CCc1ccc2c3c([nH]c2c1)[C@]1(CCC2CCCC2)[C@@H](C(=O)N2CCOCC2)C[C@H](CC(=O)NCc2ccco2)C(=O)N1CC3
  -3	nt	4	nt	1.1	nt	-5	12	6
- C#CCN(CC=C)C(=O)c1ccc(OC2CCN(S(=O)(=O)N(C)C)CC2)cc1
  5	-14	-4	-1	0.99	15	1	-4	-3
- Cc1ccc(-c2nn(-c3ccccc3)cc2C=C2C(=O)CC(C)(C)CC2=O)cc1
  37	21	4	-5	0.88	38	12	31	-5
- NC12CC3CC(C1)CC(CO)(C3)O2
  -7	-6	-3	2	1	-7	-2	-1	-10
- CCCNS(=O)(=O)c1ccc(CCC(=O)Nc2ccc3c(c2)OCO3)cc1
  7	-2	1	-2	0.96	6	4	2	-5
- O=C(CNS(=O)(=O)c1ccccc1F)Nc1ccc(N2CCOCC2)cc1
  -3	10	-3	-1	1	0	-2	-3	-2
- COc1cccc(NC(=O)C(C)OC(=O)c2n[nH]c3ccccc23)c1 (stereo not given)
  8	2	-3	4	1.1	7	-15	-4	-8
- CC1(C)Cn2c(nnc2-c2ccccc2)S1
  -6	-3	1	-3	0.98	9	2	-4	1
- CN1CCN(C(=S)C(=O)NCc2ccccc2)CC1
  7	-12	0	0	1.2	6	-15	8	4
- COc1ccccc1N(CC(=O)NCc1ccco1)C(=O)CCC(=O)Nc1ccccn1
  -2	15	-4	0	0.98	12	2	-15	-10
- COc1cc(NC(=O)Cn2nc(Cc3cccnc3)c3ccccc3c2=O)cc(OC)c1OC
  -3	16	-2	2	1	13	-1	6	-3
- CCCCNC(=O)NNc1nc(Cl)cc(C)c1C#N
  1	1	2	0	1	19	-5	1	-10
- O=C(NC(NC(=S)Nc1ccccc1C(=O)O)C(Cl)(Cl)Cl)c1ccccc1 (stereo not given)
  24	8	-1	-2	0.9	-3	10	32	-10
- Oc1c(Cl)cc(Cl)c2c1NCCC2
  -1	-13	-1	-3	0.93	13	7	50*	18

# Brought forward from above: 2 entries, followed by the next part.
# Every second line gives: TIM10 inh	hIAP block	APOBEC3A inh	MIN6 prolif	mIAP activ	NALP3 yeast inh	mIAP inh	tim10-1 inh	A3G deaminase
- O=C(NC(NC(=S)Nc1ccccc1C(=O)O)C(Cl)(Cl)Cl)c1ccccc1 (stereo not given)
  24	8	-1	-2	0.9	-3	10	32	-10
- Oc1c(Cl)cc(Cl)c2c1NCCC2
  -1	-13	-1	-3	0.93	13	7	50*	18
- Cc1ccccc1C(=O)NCC(=O)OC1CCCCC1=O (stereo not given)
  -6	6	1	9	0.95	4	5	-3	-7
- O=C(NCCc1ccc(Cl)cc1)C1CCCN1C(=O)Nc1ccccc1 (stereo not given)
  -6	-6	0	1	1	19	-3	9	-5
- COc1ccc(NC(=S)c2ccccc2)cc1
  5	10	-4	2	0.95	-22	5	-12	-6
- CCSc1nc(C)c(CC)c(C)c1C(N)=O
  -10	-17	0	-2	1	11	-2	-9	-3
- O=C(c1ccc(Cl)c(S(=O)(=O)NCc2cccnc2)c1)N1CCCC1
  2	-5	0	2	0.97	15	3	-12	0
- CCn1c(SCC(=O)Nc2nc3ccc(OC)cc3s2)nc2c1c(=O)n(C)c(=O)n2C
  20	5	0	-5	0.97	13	3	39	-4
- COc1ccc(CCCc2n[nH]c(=S)o2)cc1C
  -17	-15	-1	0	1.1	0	-8	13	3
- O=C(CSCC(=O)N1CCOCC1)Nc1ccccc1
  3	-5	-1	1	1	19	-3	-5	-4
- O=C(N/C(=C\c1ccc([N+](=O)[O-])cc1)C(=O)N1CCOCC1)c1cccc(Br)c1
  -11	14	-3	2	0.94	29	6	-14	-9
- COc1ccc(/C=N/NC(=O)CNC(=O)c2ccncc2)cc1
  -17	12	-6	-5	1	3	-3	4	-11
- O=C(NCc1cc(C(F)(F)F)ccc1Cl)c1cccc2c1C(=O)c1ccc(N3CCOCC3)cc1S2(=O)=O
  -12	2	3	-1	1	16	0	-1	-7
- CCOC(=O)C1CCN(S(=O)(=O)c2ccc(Br)c(OCC)c2)CC1
  20	-6	1	-2	1	16	-2	21	-4
- COc1ccc(/C(C)=N/NC(=O)CNC(=O)/C=C\c2ccccc2OC)c(OC)c1
  2	-48	-3	-6	1	15	0	5	-6
- Cc1ccccc1-c1cc(C(=O)NCc2cccs2)n(CC2CC(c3cccnc3)=NO2)n1 (stereo not given)
  -24	5	-5	-2	1.4	10	-36	4	-11
- Cc1c(S(=O)(=O)N2CCCC(C)C2)c(=O)n(C)c(=O)n1C (stereo not given)
  -9	-10	2	-1	0.98	8	2	2	-7
- CCNc1nc(NCC)nc(OCC(=O)O)n1
  -16	7	2	4	1.1	-6	-10	-3	-5
- CNC(=O)c1csc(Cc2c(Cl)sc3ccc(Cl)cc23)n1
  15	-2	6	-3	1	36	-2	41*	4
- Cc1c(NC(=O)C2CCCN2S(=O)(=O)c2cccc3nsnc23)cccc1C(=O)O (stereo not given)
  -2	10	-3	1	1	6	-3	11	-3
- CCCCC(=O)Nc1ccc(C(=O)N2CCN(C)CC2)cc1
  0	-6	-3	1	0.98	11	2	1	-5
- CC(=O)Oc1cccc(NC(=O)c2cccc(C(=O)Nc3cccc(OC(C)=O)c3)c2)c1
  2	10	-5	-2	0.9	-5	10	24	-2
- COc1ccc(C(=O)N2CCN(C(=O)c3ccc(-c4ccccc4)cc3)CC2)cc1OC
  11	-6	-4	-2	0.97	19	3	16	-6
- CCOC(=O)C1=C(c2ccccc2)NC(=S)NC1c1cc([N+](=O)[O-])ccc1OC (stereo not given)
  23	-3	-5	-3	0.93	16	7	36	-7
- COC(=O)c1ccccc1NC(=O)CSCC(=O)Nc1ccc(F)cc1
  -19	0	3	-3	0.97	23	2	17	-1
- COc1cc(/C=C2\CCC(C3CCCC3)C2=O)ccc1OC(C)C (stereo not given)
  -4	-14	-2	-2	1	18	-1	24	-5
- CCN1CCN(C(=O)/C=C/c2ccc(OC)cc2)CC1
  3	-19	1	-4	1	22	-1	4	16
- COc1ccc(CN(C)C(=O)c2ccc(Oc3ccccc3)cc2)cc1F
  1	6	-3	-1	0.96	31	4	13	-8
- O=C(OCC(=O)N1CCc2ccccc21)[C@@H]1CC(O)CN1S(=O)(=O)c1ccc(Cl)cc1 (stereo not given in full)
  -2	13	-2	3	1.1	2	-9	-4	-7
- CCOC(=O)COc1ccc2c(C)cc(=O)oc2c1C(=O)c1ccccc1
  27	8	2	-3	0.94	20	6	32	-1
- O=C(Cn1nnc2ccccc2c1=O)N[C@@H](Cc1c[nH]c2ccccc12)C(=O)O
  -1	1	-3	-3	1.1	11	-6	2	-5
- COc1cccc(CNC(=O)CN2C(=O)CSc3ccc(S(=O)(=O)N4CCOCC4)cc32)c1
  8	-5	-2	-1	0.97	8	3	-7	-4
- O=C1C(=O)N(CCO)C(c2cccc(F)c2)/C1=C(\O)c1ccc(Cl)cc1 (stereo not given)
  -10	13	-4	-1	1	5	-1	-1	-2
- Cc1ccc(NC(=O)COC(=O)c2ccc([N+](=O)[O-])o2)cc1S(=O)(=O)N1CCCCC1
  18	3	3	1	1	-13	-5	16	-10
- CCc1nc2scc(-c3ccccc3)c2c(=O)n1N
  8	15	0	-2	0.92	24	8	20	-1
- CC1=C(C(=O)Nc2ccccc2C(=O)NC2CCCCC2C)SCCO1 (stereo not given)
  0	-4	3	-3	1.1	10	-11	31	25
- O=C(Cc1ccccc1)NCC(=O)N1CCCC1
  -18	6	-1	13	1	8	-2	14	-2
- O=C(O)CC1SC(=O)N(Cc2ccccc2)C1=O (stereo not given)
  -6	15	-3	0	0.95	7	5	11	-6
- COc1ccc(CCNC(=O)CN2C(=O)NC3(CCCCC3C)C2=O)cc1 (stereo not given)
  -2	-1	2	-3	1.1	14	-10	-6	0
- O=C(c1cc2cc(F)ccc2[nH]1)N1CCCC(Nc2ccc(F)cc2)C1 (stereo not given)
  26	-5	-3	-4	0.84	5	16	30	-7
- O=C(CSc1nc2ccccc2c(=O)n1Cc1ccco1)c1ccccc1
  0	28	-4	-2	0.79	22	21	33	-8
- Cn1c(SCC(=O)N2CCCc3ccccc32)nnc1-c1cccs1
  -6	16	-1	0	0.94	-9	6	18	-4
- CC(C)CN1C(=O)N(c2ccc(Cl)cc2)C(C)(O)CC1(C)C (stereo not given)
  -12	-8	0	0	1	11	-3	24	-3
- CCN(Cc1ccccc1)S(=O)(=O)c1ccc(S(=O)(=O)N(Cc2cccc(OC)c2)CC2CCCO2)cc1 (stereo not given)
  12	0	0	-1	0.95	20	5	-18	-2
- COc1ccccc1CC(=O)NC(=O)c1ccccc1O
  -7	-17	-2	-2	1.1	1	-7	12	-5
- Cc1ccc2c(CC(=O)N3CCc4ccccc43)coc2c1
  14	4	0	-2	0.88	37	12	13	-3
- Nc1ncnc2c1ncn2[C@@H]1O[C@H](CNS(=O)(=O)c2cc(S(=O)(=O)c3ccccc3)cs2)[C@@H](O)[C@H]1O
  -11	nt	5	nt	1.1	nt	-10	3	7
- O=C(Nc1ccc(-c2nnc3n2CCCCC3)cc1)c1cc2ccccc2o1
  21	1	11	0	1	-5	-1	19	-2
- CC1CC(C(F)F)n2nc(C(=O)O)cc2N1 (stereo not given)
  2	-2	-1	0	0.87	-20	13	12	-5
- CCn1cc([N+](=O)[O-])nc1C
  -16	-10	-1	0	1.1	3	-9	8	-2
- COC(=O)C1=C(C)N=C2SCCC(=O)N2C1c1cccs1 (stereo not given)
  -16	-8	-4	-1	0.98	0	2	17	-5
- O=C(CN1CCCCC1)n1c2ccccc2c2ccccc21
  6	-15	-1	2	1.1	15	-6	6	-9
- CCOc1ccc(S(=O)(=O)N2CCCCC2)cc1NC(=O)CSCc1c(C)noc1C
  11	-16	39	0	0.94	14	6	10	6
- CCN1CCc2c(sc(NC(=S)NC(=O)c3ccco3)c2C(N)=O)C1
  1	19	0	-1	0.82	20	18	0	1
- COc1cc(C(=O)NCC(=O)OCC(=O)c2cccc3ccccc23)cc(OC)c1OC
  10	-4	-2	-2	0.96	4	4	18	-3
- O=C(c1noc2c1CCCC2)N1CCCCC1
  6	-18	0	-2	0.97	-3	3	3	-6
- Cc1cccc(N2CCN(C(=O)c3ccncc3)CC2C)c1 (stereo not given)
  3	5	1	0	0.98	-3	2	14	-3
- O=C1N[C@@H](Cc2ccccc2)COC(=O)[C@H](Cc2ccc(F)cc2)C/C=C\C[C@H]1CC(=O)N(CCO)Cc1ccccc1
  13	-4	-3	-5	1.1	10	-11	15	-7
